High-throughput results: PubChem BioAssay, National Center for Advancing Translational Sciences (NCATS)
Pin1 inhibitor – inhibitors of human Pin1; Q13526; Potency, µM (series often up to 115 µM), for inactives: at the highest dose activity, negative = inhibition, most hits filed as inhibitors; actives 0.009% (n = 390,000); Pin1 FP peptide displacement, HiFluor488, 10 min; active = well fitted inhibition curve with a large enough effect in the polarisation, with a control signal flat, not every such curve was filed as active; inconclusive = small, poorly fitted or top-dose-only effect, or effect the other way, or a change in a side signal; inactive = no such curve, though single readings can be large or run the other way; the % refers to the polarisation; note: potency is the fitted concentration of half-maximal effect; % is set by controls: 0 for no effect and ±100 for the full control effect
USP1-UAF1 inh – blocks the human USP1/UAF1 deubiquitinase complex. O94782. recombinant USP1/UAF1, Ub-Rhodamine cleavage fluorescence. Potency, µM (doses to about 57.1 µM), inactives show at the top dose activity change, negative = inhibition, hits mostly inhibitors. actives 0.23% (n = 390,000). AID 743255; note: potency is the fitted concentration of half-maximal effect; % is set by controls: 0 for no effect and ±100 for the full control effect; nearly all actives have a fitted effect of over 60% in size; inactives centre near -12
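USP1/UAF1 complex at 1 nM was preincubated with compound for 15 min at room temperature, then Ub-Rho substrate (150nM final) was added. Fluorescence (480/540 nm) was read kinetically, 6 reads every 60 seconds.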
TrxR1 inh – inhibitors of rat thioredoxin reductase 1. Potency, µM (series often up to 114 µM), without a hit: at the highest dose activity change, negative = inhibition, usual class: inhibitors. recombinant rTrxR1, NADPH fluorescence consumption, selenite substrate. actives 1% (n = 390,000). O89049; note: potency is the fitted concentration of half-maximal effect; % is set by controls: 0 for no effect and ±100 for the full control effect; nearly all actives have a fitted effect of over 65% in size
Target sequence (O89049 whole entry, looked up): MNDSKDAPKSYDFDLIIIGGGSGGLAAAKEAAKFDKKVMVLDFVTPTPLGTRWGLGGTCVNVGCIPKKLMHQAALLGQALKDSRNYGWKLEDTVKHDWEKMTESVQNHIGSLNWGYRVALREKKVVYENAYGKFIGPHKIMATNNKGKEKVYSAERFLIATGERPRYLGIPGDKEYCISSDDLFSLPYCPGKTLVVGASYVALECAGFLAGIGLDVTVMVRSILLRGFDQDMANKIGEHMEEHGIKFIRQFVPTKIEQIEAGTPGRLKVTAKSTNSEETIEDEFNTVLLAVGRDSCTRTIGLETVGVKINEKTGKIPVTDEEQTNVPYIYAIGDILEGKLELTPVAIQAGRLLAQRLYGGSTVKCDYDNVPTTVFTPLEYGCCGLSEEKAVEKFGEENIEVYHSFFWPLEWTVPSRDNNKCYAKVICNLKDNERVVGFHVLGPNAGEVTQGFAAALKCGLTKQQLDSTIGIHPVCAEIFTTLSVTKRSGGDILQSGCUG
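Rat TrxR1 (90 nM in the dispensed reagent) was pre-reduced with 400 uM NADPH for 5 min at room temperature, then incubated with compound for 15 min. After 400 uM selenite was added, NADPH fluorescence (Ex 340/Em 450 nm) was followed for 8 min.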
D2 antag – D2 dopamine receptor (human) antagonism; AID 485344; HEK293 TREx D2 cells, calcium flux, dopamine EC80; inhibition, % at 10 µM; P14416; actives 2% (n = 340,000); in the data active = inhibition above about 30%; note: 0% is about no effect
Target sequence (P14416 whole entry, looked up): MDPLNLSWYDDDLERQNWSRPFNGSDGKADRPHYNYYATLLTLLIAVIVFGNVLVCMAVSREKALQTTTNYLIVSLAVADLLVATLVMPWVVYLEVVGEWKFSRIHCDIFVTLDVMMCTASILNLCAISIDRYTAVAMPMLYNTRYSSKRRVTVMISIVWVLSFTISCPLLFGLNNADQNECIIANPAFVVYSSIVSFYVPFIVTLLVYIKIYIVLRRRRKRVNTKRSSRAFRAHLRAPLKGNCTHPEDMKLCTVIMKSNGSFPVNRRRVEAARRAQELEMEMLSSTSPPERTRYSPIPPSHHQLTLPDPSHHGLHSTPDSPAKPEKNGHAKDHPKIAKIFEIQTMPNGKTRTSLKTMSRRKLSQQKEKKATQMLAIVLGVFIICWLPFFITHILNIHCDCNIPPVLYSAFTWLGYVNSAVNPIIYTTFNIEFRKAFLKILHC
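Tetracycline-induced HEK293 TREx cells expressing D2 receptor forced-coupled to calcium signalling, loaded with no-wash calcium dye. Compounds added and calcium flux read 180 s, then dopamine added at EC80 and read a further 180 s.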
D2 agonist – D2 dopamine receptor (human) agonism; HEK293 T-REx D2 cells, calcium flux agonist mode; activation, % at 2 µM; actives 0.53% (n = 340,000); P14416;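 active = activation over 3 SD above normal in the single-dose calcium agonist read, cut at about 30% in these data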; note: 0% is about no effect
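Calcium-flux readout, 1 cycle/sec over 180 s following compound pin transfer, in inducible HEK293 Trex D2 cells (force-coupled); dopamine controls included. Positive calcium responses during this window marked compounds as potential agonists.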
mIDH1 inhibitor – inhibitors of human mutant IDH1 R132H | Potency, µM (titrated, usually from 76.6 µM), without a hit: at the top dose activity change, negative = inhibition, most hits filed as inhibitors | IDH1-R132H enzyme, NADPH consumption, diaphorase/resazurin fluorescence | actives 0.093% (n = 390,000); note: potency is the fitted concentration of half-maximal effect; % is set by controls: 0 for no effect and ±100 for the full control effect; nearly all actives have a fitted effect of over 65% in size
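IDH1-R132H (0.5 ug/mL) preincubated 30 min with compound, then NADPH (0.016 mM) and alpha-KG (2 mM) added; 80 min at RT, pH 7.5. Remaining NADPH coupled via diaphorase/resazurin to fluorescence (540/590 nm); concentration-response curves normalized to no-enzyme control.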
TRHR agonist – agonists of human TRH receptor. TRHR cells, calcium flux fluo-8, FDSS agonist mode. activation, % at 2 µM. actives 0.18% (n = 360,000); in the data active = activation above about 30%; note: 0% is about no effect
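In this calcium-flux screen, cells bearing human TRHR are dye-loaded with fluo-8, baselined for 10 cycles, then exposed to library compounds; positive kinetic calcium responses during the agonist phase mark hits, with TRH as control.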
TrxR1 substrate – substrates of rat thioredoxin reductase 1. purified TrxR1 substrate turnover, NADPH consumption readout. Potency, µM (highest dose often 114 µM), without a hit: at the highest dose activity change, negative = substrate turnover. AID 588456. actives 0.01% (n = 390,000). O89049; note: potency is the fitted concentration of half-maximal effect; % is set by controls: 0 for no effect and ±100 for the full control effect; nearly all actives have a fitted effect of over 50% in size
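Rat TrxR1, dispensed at 90 nM, was prereduced with 400 uM NADPH (final) for 5 min at ~22 deg C, then incubated with compound 15 min before 400 uM selenite. A first-read NADPH fluorescence drop versus no-compound background flagged substrates.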
TRHR enhancer – allosteric enhancers of human TRH receptor; P34981; TRHR cells, fluo-8 calcium fluorescence, EC20 TRH enhancement; enhancement, % at 2 µM; actives 0.66% (n = 360,000); in the data active = enhancement above about 30%; note: 0% is about no effect
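Enhancer read-out: after compound pinning and an initial kinetic agonist-mode read, an EC20 of TRH (10 nM final) was injected and fluo-8 calcium signal (Ex 480/Em 530) followed at 1 s/cycle for 100 cycles in TRHR-expressing cells.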
Active calls of the source: *; ? = inconclusive; . = no result given; & = joins results of further samples; [ ] = dose if it differs, or a comment. Unless noted, calls come from the whole dose curve; as a rule, active = well fitted inhibition curve with a large enough effect; inconclusive = small, poorly fitted or top-dose-only effect; inactive = no such curve, though single readings can be large or run the other way.

SMILES | Pin1 inhibitor | USP1-UAF1 inh | TrxR1 inh | D2 antag | D2 agonist | mIDH1 inhibitor | TRHR agonist | TrxR1 substrate | TRHR enhancer
Cn1cc2cccc([N+](=O)[O-])c2n1 | 0% | -3% | 7% | -13 | 0.5 | 0% | 0.1 | 0% | 1
CC(C)n1c(C(=O)OCC(=O)NCc2ccc3c(c2)OCO3)cc2sccc21 | 11% | -26% | 5% | -1 | -0.8 | 0% | -0.5 | -11% | -5
Cc1cccc(NC(=O)c2ccc(-n3cnc4cccnc43)cc2)c1C | -1% | -20% | 22% | . | . | -11% | 0.2 | 1% | 1
CCOC(=O)C1CCCN(Cc2nc(N)nc(Nc3ccc(C)cc3)n2)C1 (configuration not stated) | 9% | -11% | ? | 13 | 1.2 | 7% | -0.7 | 2% | -7
O=C(CSc1ccc2nc(-c3ccccc3)cn2n1)Nc1cccc(F)c1 | ? | -16% | 11%[57.1 µM] | . | -0.2 | -1% | -0.4 | 16%[57.1 µM] | 1
Cc1nn(CC(=O)NCc2ccc(N(C)C)cc2)c(=O)c2nn(-c3ccccc3)c(C)c12 | -2% | -25% | 30% | . | 0.0 | 1% | -0.1 | 5% | -27
O=C1CSC(=S)N1/N=C/c1ccc2c(c1)OCCO2 | 30%[activator] | -16% | 79µM* | -3 | 0.4 | 0% | -0.5 | 4% | -3
O=C(COC(=O)CNC(=O)c1cccc([N+](=O)[O-])c1)NCc1ccco1 | 0% | -9% | -1%[57.1 µM] | -7 | -0.1 | 3% | 0.3 | -12% | -4
Cc1ccc(OCCCC(=O)Nc2ccc(S(=O)(=O)N3CCOCC3)cc2)cc1 | 1% | -13% | 40%[activator] | -15 | 0.7 | 1% | 0.4 | -1% | 1
O=C(c1cc2ccc3cccnc3c2[nH]1)N1CCCCC1 | 28% | -10% | 9% | . | . | 31%[activator] | -1.5 | 0% | 3
COC(=O)Cc1c(C)c2ccc(OC(=O)c3ccccc3)cc2oc1=O | -4% | -16% | 25% | -5 | 0.1 | 11% | 0.0 | 51%[activator] | -5
CCN(C(C)=O)c1nnc(CSc2nc3ccccc3s2)s1 | -3% | -9% | 6%[57.1 µM] | -1 | -1.9 | 1% | -0.6 | 6%[57.1 µM] | -1
Cc1onc(-c2c(Cl)cccc2Cl)c1C(=O)Nc1ccc(Cl)cn1 | 5% | -18% | 34% | 4 | -1.4 | 0% | -1.4 | 9% | -4
Cc1ccc(N(C(=O)c2cccs2)C2C=CS(=O)(=O)C2)cc1 (configuration not stated) | -10% | -20% | 11% | -3 | -0.2 | 3% | -0.7 | -6% | -1
CCc1nc(Nc2cccc(F)c2)c2oc3ccccc3c2n1 | -4% | -30% | 11% | -3 | 0.0 | 2% | 0.2 | 22% | -1
CC(C)CCCN1C(N(C)C)=NC[C@@H]1C | -6% | -2% | 7%[57.1 µM] | -2 | 0.4 | -6% | 0.1 | 6%[57.1 µM] | 3
CCC/C(O)=C1\C(=O)CCCC1=NCCc1c(C)[nH]c2ccc(C)cc12 | -9% | -10% | 25%[57.1 µM] | 9 | 0.9 | -7% | 1.6 | 2%[57.1 µM] | 2
Cc1ccc(N2CCN(C(=O)NC3CCCCC3)CC2C)cc1 (configuration not stated) | -2% | -15% | 1% | -10 | -0.6 | 5% | -0.3 | -7% | 2
CCn1c(SCC(=O)Nc2ccccc2)nc2ccccc2c1=O | 6% | -9% | 4%[57.1 µM] | 1 | 0.2 | -2% | -0.2 | 8%[57.1 µM] | 0
O=C1C(Cl)=C(NCCN2CCOCC2)C(=O)c2ccccc21 | -17% | ? | -30% | 36* | 0.8 | 9% | 0.2 | -7% | -1
Cc1ccc(NC(=O)CCCN2C(=O)c3cccc4cccc(c34)C2=O)cc1 | 1% | -1% | 17%[57.1 µM] | -14 | -0.1 | 11% | 0.0 | 9%[57.1 µM] | 1
CCCCN(C)CC(O)Cn1cc(/C=C/C(=O)c2ccc(C)cc2)c2ccccc21 (configuration not stated) | 46%[activator] | ? | -1%[57.1 µM] | 2 | 1.1&0.1 | 6%&14% | 2.2&5.1 | 1%[57.1 µM] | 1&3
O=C(COC(=O)C1CC(O)CN1S(=O)(=O)c1ccc(Cl)cc1)c1ccccc1 (configuration not stated) | 6% | -22% | -8% | -27 | -1.1 | 3% | -0.7 | -8% | 3
CS(=O)(=O)N1N=C(c2cccs2)CC1c1ccccc1 (configuration not stated) | 19% | -23% | 4% | 32* | 0.0 | 6% | -1.0 | -3% | 0
COc1ccc(CNS(=O)(=O)NCc2ccc(C)cc2)cc1 | 4% | -4% | 7% | -7 | -0.5 | -6% | -0.8 | 2% | 2

(listing goes on)
SMILES | Pin1 inhibitor | USP1-UAF1 inh | TrxR1 inh | D2 antag | D2 agonist | mIDH1 inhibitor | TRHR agonist | TrxR1 substrate | TRHR enhancer
CC12CCC(=O)N1C(C(=O)Nc1nc3c(F)cc(F)cc3s1)CS2 (configuration not stated) | 5% | -19% | -34% | 13 | 0.5 | 8% | -0.4 | -11% | -5
CC(=O)Nc1cccc(NC(=S)Nc2ccc(F)c(Cl)c2)c1 | -8% | -12% | -13% | -15 | 0.5 | -5% | 0.4 | 1% | 0
CC(C)C[C@@H](CO)N1CCNCCC1=O | -9% | -8% | -6%&-6% | 1 | 0.0 | 4% | 0.4 | 1%&-1% | 10
CCc1ccc(-n2c(=O)c3c(C)c(C(=O)N(C)C)sc3n(CC(=O)Nc3cc(Cl)ccc3C)c2=O)cc1 | -1% | -4% | 34%[57.1 µM] | . | . | 9% | -1.1 | 22%[57.1 µM] | 24
Nc1nc(Nc2ccccc2F)nc(NCc2ccccc2)c1[N+](=O)[O-] | ? | -11% | 28% | 9 | 0.4 | 3% | 0.1 | -3% | 6
O=C1CC(N2CCSCC2)C(=O)N1c1cccc(Br)c1 (configuration not stated) | 4% | -20% | 6%[57.1 µM] | . | . | 6% | 0.3 | -5%[57.1 µM] | 5
CN1CCN(C(c2cccnc2)c2ccc3cccnc3c2O)CC1 (configuration not stated) | 3% | -16% | 5µM* | -23 | 2.2 | -4% | 0.0 | 8% | 9
COc1ccc(-c2c(C)oc3c(CN4CCCC(C)C4)c(O)ccc3c2=O)cc1OC (configuration not stated) | -6% | -12% | -4% | -16 | 0.5 | -3% | 0.1 | 47%[activator] | 2
Cc1ccccc1Cn1c(C(C)O)nc2ccccc21 (configuration not stated) | 21% | 2% | -6% | 4 | -0.1 | 3% | -0.6 | -4% | -1
Cc1c(CC(=O)NC(C)C)c(=O)oc2cc3c(cc12)CCC(C)(C)O3 | 1% | -16% | ? | 3 | -0.6 | 5% | 0.9 | 313%[activator] | 3
Cc1c(C(=O)CN2CCN(c3ccccc3)CC2)c2ccccc2n1C | -5% | -13% | -2% | -19 | -0.5 | 9% | -0.1 | 1% | 4
Cn1c(C=O)c(-c2ccc3cc[nH]c3c2)c2ccccc21 | 2% | -27% | 12%[57.1 µM] | 3 | -0.8 | 7% | 0.5 | 7%[57.1 µM] | -4
Cc1ccc(CNC(=O)C2CC(c3ccccc3C(F)(F)F)=NO2)cc1 (configuration not stated) | -5% | -15% | 13% | 23 | 1.0 | -5%[38.3 µM] | 0.7 | -5% | 18
Cc1ccc(S(=O)(=O)N2CCN=C2c2ccccc2)cc1C | -3% | -16% | 19% | 26 | -0.7 | 2% | -0.3 | 7% | -5
Brc1cccc(C2Nc3cccc4cccc(c34)N2)c1 | ? | -17% | 56µM* | -3 | 0.5 | -9% | -0.2 | 1% | -5
CCN1C(=O)CSc2ccc(C(=O)NCc3ccccc3)cc21 | -1% | -12% | -29% | -21 | 0.1 | 6% | -0.5 | -9% | -9
CCCCC(=O)N(Cc1nc2sc(C)c(C)c2c(=O)[nH]1)C1CCCC1 | 1% | -22% | 11%[11.4 µM] | 1 | 0.5 | 5% | -1.3 | 7%[11.4 µM] | -3
COCCNC(=O)CNC(=O)c1nn(-c2ccc(OC)c(Cl)c2)c(=O)c2ccccc12 | -4% | -23% | 8%[57.1 µM] | 18 | 0.0 | 1% | 0.4 | 6%[57.1 µM] | -5
COc1ccccc1C(CCNS(=O)(=O)c1ccc(C)cc1)c1ccco1 (configuration not stated) | 7% | -2% | 19% | -9 | 0.0 | 7% | -0.4 | -4% | 10
CN(C)C(CNS(=O)(=O)c1ccc2ccccc2c1)c1ccccc1 (configuration not stated) | 1% | -17% | 9% | 4 | 1.6 | -2% | 0.1 | 0% | -4
CN(C)CCCNC(=O)c1ccc(-c2cc(O)c3ncccc3c2)cc1 | -7% | . | 20%[57.1 µM] | . | . | . | 0.8 | -5% | -3
COC(=O)CN(C)C(=O)c1cccc(OC2CCN(S(=O)(=O)N(C)C)CC2)c1 | -3% | -23% | 18% | -2 | 1.2 | -1% | 0.6 | 7% | -4

Part of the list above in order of number of heavy atoms, low to high.
SMILES | Pin1 inhibitor | USP1-UAF1 inh | TrxR1 inh | D2 antag | D2 agonist | mIDH1 inhibitor | TRHR agonist | TrxR1 substrate | TRHR enhancer
Brc1cccc(C2Nc3cccc4cccc(c34)N2)c1 | ? | -17% | 56µM* | -3 | 0.5 | -9% | -0.2 | 1% | -5
Cn1c(C=O)c(-c2ccc3cc[nH]c3c2)c2ccccc21 | 2% | -27% | 12%[57.1 µM] | 3 | -0.8 | 7% | 0.5 | 7%[57.1 µM] | -4
Cc1ccc(S(=O)(=O)N2CCN=C2c2ccccc2)cc1C | -3% | -16% | 19% | 26 | -0.7 | 2% | -0.3 | 7% | -5
CC12CCC(=O)N1C(C(=O)Nc1nc3c(F)cc(F)cc3s1)CS2 (configuration not stated) | 5% | -19% | -34% | 13 | 0.5 | 8% | -0.4 | -11% | -5
CCCCC(=O)N(Cc1nc2sc(C)c(C)c2c(=O)[nH]1)C1CCCC1 | 1% | -22% | 11%[11.4 µM] | 1 | 0.5 | 5% | -1.3 | 7%[11.4 µM] | -3

Some of the compounds tested; the hit share may differ from the screen's.
